# PI4K2A inh: qHTS for small molecular inhibitors of PI4K2A; activity change, negative = inhibition, % at 76.9 µM; 420,000 tested, 0.13% active; purified PI4K2A, ADP-Glo luminescence, 1 h; active compounds read low; AID 1346378, 2018; Phosphatidylinositol 4-kinase type 2-alpha (Homo sapiens), Q9BTU6; in the data active = activity change below about -50%; inconclusive = mostly about -30% to -49%;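 note: -100% = wells without enzyme as full effect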
# Target sequence (Q9BTU6 whole entry, looked up): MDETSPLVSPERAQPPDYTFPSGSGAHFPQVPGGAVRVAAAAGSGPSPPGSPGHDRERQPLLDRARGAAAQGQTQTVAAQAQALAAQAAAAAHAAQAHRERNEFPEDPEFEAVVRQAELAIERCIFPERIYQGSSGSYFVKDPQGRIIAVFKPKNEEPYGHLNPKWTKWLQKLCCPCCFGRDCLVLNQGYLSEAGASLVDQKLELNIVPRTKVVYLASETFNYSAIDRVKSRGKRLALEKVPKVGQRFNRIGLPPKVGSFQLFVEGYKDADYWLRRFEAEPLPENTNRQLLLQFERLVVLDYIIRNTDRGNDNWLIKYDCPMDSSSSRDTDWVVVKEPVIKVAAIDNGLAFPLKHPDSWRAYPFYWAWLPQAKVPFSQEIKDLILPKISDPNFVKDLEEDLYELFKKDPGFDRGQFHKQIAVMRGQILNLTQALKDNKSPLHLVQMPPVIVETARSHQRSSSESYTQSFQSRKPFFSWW
#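 Compounds are screened against recombinant PI4K2A using PI as substrate and ATP, the latter dispensed at 300 microM. Reactions run one hour at ambient temperature before ADP-Glo detection; full inhibition defined by wells lacking enzyme.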
# D2 antag: HTS Assay for Allosteric Antagonists of the Human D2 Dopamine Receptor: Primary Screen for Antagonists; inhibition, % at 10 µM; 340,000 tested, 2% active; HEK293 TREx D2 cells, calcium flux, dopamine EC80; D(2) dopamine receptor (Homo sapiens), P14416; in the data active = inhibition above about 30%; note: 0% is about no effect
#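 Antagonism is scored as inhibition of an EC80 dopamine-evoked calcium signal in a force-coupled, tetracycline-inducible HEK293 T-REx D2 line, with compound present 180 s before agonist.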
# rTrxR1 inhibitor: qHTS Assay for Inhibitors of Mammalian Selenoprotein Thioredoxin Reductase 1 (TrxR1): qHTS; 390,000 tested, 1% active; recombinant rTrxR1, NADPH fluorescence consumption, selenite substrate; Potency, µM (series often up to 114 µM), inactives show at the highest dose activity change, negative = inhibition, usual class: inhibitors; Thioredoxin reductase 1, cytoplasmic (Rattus norvegicus), O89049; note: potency is the fitted concentration of half-maximal effect; % is set by controls: 0 for no effect and ±100 for the full control effect; nearly all actives have a fitted effect of over 65% in size
#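 Rat TrxR1 (90 nM in the dispensed reagent) was pre-reduced with 400 uM NADPH for 5 min at room temperature, then incubated with compound for 15 min. After 400 uM selenite was added, NADPH fluorescence (Ex 340/Em 450 nm) was followed for 8 min.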
# TRHR ag: qHTS for Small Molecule Agonists and Allosteric Enhancers of Human TRH Receptor: Primary Screen for Agonists; Thyrotropin-releasing hormone receptor (Homo sapiens), P34981; TRHR cells, calcium flux fluo-8, FDSS agonist mode; activation, % at 2 µM; 360,000 tested, 0.18% active; AID 493084, 2011; in the data active = activation above about 30%; note: 0% is about no effect
# Target sequence (P34981 whole entry, looked up): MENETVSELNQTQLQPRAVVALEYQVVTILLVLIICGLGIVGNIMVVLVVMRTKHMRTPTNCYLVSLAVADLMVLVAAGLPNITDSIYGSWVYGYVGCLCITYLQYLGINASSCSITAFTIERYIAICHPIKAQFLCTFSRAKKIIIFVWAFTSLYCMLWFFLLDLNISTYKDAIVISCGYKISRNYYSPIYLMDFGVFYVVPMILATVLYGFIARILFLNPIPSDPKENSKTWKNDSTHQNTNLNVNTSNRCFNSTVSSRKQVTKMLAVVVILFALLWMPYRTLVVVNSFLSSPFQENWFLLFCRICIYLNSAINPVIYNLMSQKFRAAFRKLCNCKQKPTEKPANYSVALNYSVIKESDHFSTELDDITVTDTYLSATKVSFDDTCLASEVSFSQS
#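 Fluo-8-loaded TRHR cells; 10 s baseline, compound added, kinetic Ca2+ fluorescence read 1/s, agonist mode.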
# TRHR PAM: qHTS for Small Molecule Agonists and Allosteric Enhancers of Human TRH Receptor: Primary Screen for Enhancers; Thyrotropin-releasing hormone receptor (Homo sapiens), P34981; TRHR cells, fluo-8 calcium fluorescence, EC20 TRH enhancement; enhancement, % at 2 µM; 360,000 tested, 0.66% active; in the data active = enhancement above about 30%; note: 0% is about no effect
#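 Enhancer read-out: after compound pinning and an initial kinetic agonist-mode read, an EC20 of TRH (10 nM final) was injected and fluo-8 calcium signal (Ex 480/Em 530) followed at 1 s/cycle for 100 cycles in TRHR-expressing cells.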
# mIDH1 inhibitor: qHTS for Inhibitors of mutant isocitrate dehydrogenase 1 (IDH1): qHTS; IDH1-R132H enzyme, NADPH consumption, diaphorase/resazurin fluorescence; Potency, µM (doses to about 76.6 µM), for the others: at the top dose activity change, negative = inhibition, hits mostly inhibitors; 390,000 tested, 0.093% active; AID 602179, 2012; note: potency is the fitted concentration of half-maximal effect; % is set by controls: 0 for no effect and ±100 for the full control effect; nearly all actives have a fitted effect of over 65% in size
#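 IDH1-R132H (0.5 ug/mL) preincubated 30 min with compound, then NADPH (0.016 mM) and alpha-KG (2 mM) added; 80 min at RT, pH 7.5. Remaining NADPH coupled via diaphorase/resazurin to fluorescence (540/590 nm); concentration-response curves normalized to no-enzyme control.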
# TrxR1 substrate: qHTS Assay for Substrates of Mammalian Selenoprotein Thioredoxin Reductase 1 (TrxR1): qHTS | Thioredoxin reductase 1, cytoplasmic (Rattus norvegicus), O89049 | purified TrxR1 substrate turnover, NADPH consumption readout | Potency, µM (doses to about 114 µM), inactives show at the highest dose activity change, negative = substrate turnover | 390,000 tested, 0.01% active | AID 588456, 2011; note: potency is the fitted concentration of half-maximal effect; % is set by controls: 0 for no effect and ±100 for the full control effect; nearly all actives have a fitted effect of over 50% in size
#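 Rat TrxR1, dispensed at 90 nM, was prereduced with 400 uM NADPH (final) for 5 min at ~22 deg C, then incubated with compound 15 min before 400 uM selenite. A first-read NADPH fluorescence drop versus no-compound background flagged substrates.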
# USP1 inh: Inhibitors of USP1/UAF1: Primary Screen | Ubiquitin carboxyl-terminal hydrolase 1 (Homo sapiens), O94782 | recombinant USP1/UAF1, Ub-Rhodamine cleavage fluorescence | Potency, µM (top dose mostly 57.1 µM), for the others: at the top dose activity change, negative = inhibition, actives largely listed as inhibitors | 390,000 tested, 0.23% active | AID 743255, 2014; note: potency is the fitted concentration of half-maximal effect; % is set by controls: 0 for no effect and ±100 for the full control effect; nearly all actives have a fitted effect of over 60% in size; inactives centre near -12
#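 1 nM enzyme complex + cpd, 15 min RT; start with Ub-Rho 150nM final; kinetic fluorescence ex 480/em 540, 6 reads q60 s. Buffer 50mM HEPES pH 7.8, 0.5mM EDTA, 0.1 mg/ml BSA, 1mM TCEP, 0.01% Tween-20.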
# D2 agonist: HTS Assay for Allosteric Agonists of the Human D2 Dopamine Receptor: Primary Screen for Agonists; 340,000 tested, 0.53% active; AID 485358, 2010; D(2) dopamine receptor (Homo sapiens), P14416; activation, % at 2 µM; HEK293 T-REx D2 cells, calcium flux agonist mode;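 active = activation over 3 SD above normal in the single-dose calcium agonist read, cut at about 30% in these data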; note: 0% is about no effect
#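 Agonism scored from kinetic calcium signal (1 read/sec, 180 s) following compound pin transfer, after a 10 s baseline. Cells: HEK293 Trex line expressing inducible D2 receptor coupled to calcium, dye-loaded after overnight culture at 30 C.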
# Starred values were filed as active, the others as inactive; ? = inconclusive; . = no result given; [ ] = dose if it differs, or a comment. Unless noted, calls come from the whole dose curve; as a rule, active = well fitted inhibition curve with a large enough effect; inconclusive = small, poorly fitted or top-dose-only effect; inactive = no such curve, though single readings can be large or run the other way.
SMILES,PI4K2A inh,D2 antag,rTrxR1 inhibitor,TRHR ag,TRHR PAM,mIDH1 inhibitor,TrxR1 substrate,USP1 inh,D2 agonist
CCCc1nc2oc3c(NCCCN(C)C)ncnc3c2c2c1CCCC2,-1,11,-3%[57.1 µM],-0.4,6,11%,27%[57.1 µM],4%,-0.1
NC(=O)C1CCN(C(=O)CSc2nc3ccccc3s2)CC1,3,-10,21%[57.1 µM],-0.4,6,1%,1%,-3%,-1.1
O=C(Cc1cccc(NC(=O)C2CCN(C(=O)C3CC3)CC2)c1)Nc1cccc(C(=O)N2CCCC2)c1,-1,2,20%[57.1 µM],0.2,3,-9%,7%[57.1 µM],5%,0.8
O=S(=O)(O)c1cccc2c(N=Nc3ccc(O)c4ncccc34)cccc12,-23,-13,-14%,-0.9,-5,3%,-10%,?,-0.5
Cc1sc2nc(COC(=O)c3ccc(Cl)c(N)c3)[nH]c(=O)c2c1C,3,-8,16%,1.6,7,11%,7%,-15%,-0.4
COc1ccc(C(=O)CC(c2ccccc2)S(=O)(=O)c2ccc(C)cc2)cc1 (stereo not given),.,19,.,-0.4,5,.,.,.,-0.8
O=[N+]([O-])c1cccnc1N1CCN(c2ccccc2F)CC1,-1,4,3%[57.1 µM],-0.1,-1,5%,2%[57.1 µM],-6%,-0.9
COc1ccccc1-n1cnc2sc(C)c(C)c2c1=O,-4,-1,27%,-0.7,1,-8%,0%,-10%,-0.8
Cc1oc(-c2cc(F)ccc2F)nc1CN(C)Cc1ccc2nccnc2c1,-5,9,2%[57.1 µM],-0.4,5,6%,5%[57.1 µM],-27%,0.2
COc1ccccc1C/C(N)=N/OC(=O)COc1cccc(C)c1,-3,-5,2%,-0.2,3,1%,-3%,-15%,-2.0
CC(=O)c1sc(Nc2ccc(C)cc2)nc1C,-2,9,32%[57.1 µM],0.1,-1,0%,6%[57.1 µM],3%,0.3
O=C(COC(=O)c1n[nH]c2ccccc12)Nc1ccccc1Br,1,.,11%[57.1 µM],.,.,6%,0%[57.1 µM],-21%,.

# One compound at a time, as listed above.
# NC(=O)C1CCN(C(=O)CSc2nc3ccccc3s2)CC1 is listed as PI4K2A inh: 3; D2 antag: -10; rTrxR1 inhibitor: 21%[57.1 µM]; TRHR ag: -0.4; TRHR PAM: 6; mIDH1 inhibitor: 1%; TrxR1 substrate: 1%; USP1 inh: -3%; D2 agonist: -1.1
# O=C(COC(=O)c1n[nH]c2ccccc12)Nc1ccccc1Br is listed as PI4K2A inh: 1; D2 antag: .; rTrxR1 inhibitor: 11%[57.1 µM]; TRHR ag: .; TRHR PAM: .; mIDH1 inhibitor: 6%; TrxR1 substrate: 0%[57.1 µM]; USP1 inh: -21%; D2 agonist: .

# Other structures:
SMILES,PI4K2A inh,D2 antag,rTrxR1 inhibitor,TRHR ag,TRHR PAM,mIDH1 inhibitor,TrxR1 substrate,USP1 inh,D2 agonist
FC(F)Oc1cccc(NC(=S)N2CCN(c3ccccn3)CC2)c1,0,10,?,-1.4,3,6%,-15%,-6%,12
Cc1ccc2cc(CN(CC3CCCO3)C(=O)C(C)C)c(=O)[nH]c2c1 (stereo not given),-3,-7,-8%,-0.1,-4,13%,1%,-6%,3.1
Cn1c(=O)[nH]c(=O)c2c1nc(Br)n2CCC(=O)c1ccccc1,-5,2,18µM*,0.6,-12,1%,5%[57.1 µM],-2%,0.1
CC1C(=O)N2CCCc3cc(S(=O)(=O)N(C)CCC#N)cc1c32 (stereo not given),4,6,28%,0.2,-2,2%,0%,-13%,0.1
COc1cc(/C=C/c2ccc3cccc(O)c3n2)cc(OC)c1OC,-5,6,9%,-0.7,20,-3%,0%,-10%,0.1
COC(=O)c1ccc(CNC(=O)c2c3c(nc4ccccc24)CCN(Cc2ccccc2)C3)cc1,-8,-14,0%,-0.1,-4,5%,-4%,-23%,4.3
COc1ccccc1N1CCN(c2ncc3c(n2)CCN(Cc2ccccc2F)C3)CC1,3,.,22%[57.1 µM],0.8,5,4%,9%[57.1 µM],-19%,0.1
CN(C)S(=O)(=O)N1CCN(CC(O)COc2ccc(C(=O)c3ccccc3)cc2)CC1 (stereo not given),-4,-17,-20%,0.5,14,7%,-8%,-19%,-0.5
O=C(NCCc1c[nH]c2ccccc12)C1CCC(Cn2c(=S)[nH]c3ccccc3c2=O)CC1 (stereo not given),2,17,8%,0.8,6,10%,1%,-16%,-0.2
O=C(O)c1cccc(S(=O)(=O)Nc2ccc(O)cc2Sc2nc3ccccc3s2)c1,0,11,?,-0.1,-3,-1%,-2%,-4%,0.1
O=C(C[n+]1cc(-c2ccc(F)cc2)n2c1CCC2)N1c2ccccc2Sc2ccccc21,-4,-14,-4%,0.2,-11,7%,-3%,-18%,-0.5
COc1ccc(/C=C/c2c(-c3ccc(OC)cc3)oc3cccnc23)cc1,-4,6,?,0.9,-14,8%,164%[activator],-28%,0.6

# Taken from above.
# In mIDH1 inhibitor, COc1ccc(/C=C/c2c(-c3ccc(OC)cc3)oc3cccnc23)cc1 shows 8%
# In D2 antag, Cc1ccc2cc(CN(CC3CCCO3)C(=O)C(C)C)c(=O)[nH]c2c1 (stereo not given) shows -7

# Further structures follow:
SMILES,PI4K2A inh,D2 antag,rTrxR1 inhibitor,TRHR ag,TRHR PAM,mIDH1 inhibitor,TrxR1 substrate,USP1 inh,D2 agonist
Cc1nc(C)n(CC(=O)N2CCCC(C(=O)c3ccc(C(F)(F)F)cc3)C2)n1 (stereo not given),3,18,12%[57.1 µM],0.7,-1,4%,6%[57.1 µM],-11%,0.2
Cc1ccc(S(=O)(=O)c2cc3ccc(O)cc3oc2=O)cc1C,0,1,50%[activator],4.6,0,-1%,.,0%,0.6
Cc1cc2cc(CNC(=S)Nc3ccc(OC(F)(F)F)cc3)ccc2n1C,5,-4,-7%,0.4,-9,-7%,0%,-12%,1.0
COCCN(C(=O)c1csnn1)C(C(=O)NC1CCCC1)c1ccccc1 (stereo not given),0,6,-2%,0.7,-3,0%,-5%,1%,0.2
Cc1cc(Oc2ccc(C#N)cc2)nc(N2CCOCC2)n1,1,0,13%,-0.3,8,7%,3%,-10%,-0.9
COc1cc(NC(=O)Cn2ccsc2=N)c(C)cc1[N+](=O)[O-],-13,12,27%,2.2,6,13%,23%,-10%,0.0
Cc1csc(NC(=O)CSc2nc3ccccc3c3c2CCCC3)n1,0,-13,16%[57.1 µM],1.6,36*,-5%,7%[57.1 µM],-39%,5.0
COc1c(C)cc(C(=O)C2CCCN(C(=O)Cn3ccc(C)n3)C2)cc1C (stereo not given),-2,-12,6%,-0.7,-4,4%,2%,-10%,0.6
COC(=O)c1sccc1-n1cccc1C(=O)C(=O)Nc1ccc(F)cc1,2,-3,11%[57.1 µM],-0.6,-2,0%,9%[57.1 µM],-3%,1.3
COc1ccc(NC2CCCN(C(=O)C3(C)CCCCC3)C2)cc1OC (stereo not given),-6,2,-11%,0.2,-1,11%,-7%,?,-0.5
CCn1c(SCC(=O)Nc2nc(-c3ccc(C)cc3)cs2)nnc1-c1ccccc1O,3,2,31%[57.1 µM],-0.5,-7,7%,9%[57.1 µM],-11%,0.3
COc1ccc(NS(=O)(=O)c2cccc(C(=O)OCC(=O)NC3CC3)c2)cc1,6,.,-7%,0.4,7,-13%,-7%,-18%,.
O=P(O)(Cc1ccccc1)Cc1ccccc1,6,-5,17%,0.3,0,9%,5%,-16%,-0.3
CCCCN(CC)CCCNC(=O)c1cc2c(=O)[nH]c3ccccc3c2n1C,1,.,?,-0.9,11,11%,14%,-26%,-1.2
C=CCN(CC=C)CCOc1cccc2ccccc12,6,26,12%[57.1 µM],-0.2,-4,22%,8%[57.1 µM],?,35*
CCCn1c(=O)c(C(=O)NCc2ccccc2)c(O)c2ccccc21,5,9,8%,2.0,5,7%,1%,-11%,0.0
Cc1ccc(-n2c(O)c(C=NC3CCS(=O)(=O)C3)c3ccccc3c2=O)c(C)c1 (stereo not given),3,16,-32%[57.1 µM],-0.8,-3,8%,-2%[57.1 µM],-13%,0.0
Cc1cccc(-n2ncc3c2CCCC3NC(=O)CCN2CCCO2)c1C (stereo not given),-2,.,-8%,0.7,3,8%,-4%,0%,.

# Of the compounds above, these have a cyano group.
SMILES,PI4K2A inh,D2 antag,rTrxR1 inhibitor,TRHR ag,TRHR PAM,mIDH1 inhibitor,TrxR1 substrate,USP1 inh,D2 agonist
CC1C(=O)N2CCCc3cc(S(=O)(=O)N(C)CCC#N)cc1c32 (stereo not given),4,6,28%,0.2,-2,2%,0%,-13%,0.1
Cc1cc(Oc2ccc(C#N)cc2)nc(N2CCOCC2)n1,1,0,13%,-0.3,8,7%,3%,-10%,-0.9

# Screening data deposited in PubChem BioAssay by National Center for Advancing Translational Sciences (NCATS).
